HGIII-sPLA2 inh = Blocks human group III sPLA2 activity | hit rate 0.56% among 370,000 | QFRET BODIPY PC-A2 liposome hydrolysis, fluorescence | inhibition, % at 12.2 µM | AID 743126;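 active = inhibition above mean plus 3 SD of compounds lying within the high and low control bounds, cut at about 19% in these data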;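 note: 0% = median of test compound wells and 100% = no enzyme DMSO wells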
Target sequence (Q9NZ20 whole entry, looked up): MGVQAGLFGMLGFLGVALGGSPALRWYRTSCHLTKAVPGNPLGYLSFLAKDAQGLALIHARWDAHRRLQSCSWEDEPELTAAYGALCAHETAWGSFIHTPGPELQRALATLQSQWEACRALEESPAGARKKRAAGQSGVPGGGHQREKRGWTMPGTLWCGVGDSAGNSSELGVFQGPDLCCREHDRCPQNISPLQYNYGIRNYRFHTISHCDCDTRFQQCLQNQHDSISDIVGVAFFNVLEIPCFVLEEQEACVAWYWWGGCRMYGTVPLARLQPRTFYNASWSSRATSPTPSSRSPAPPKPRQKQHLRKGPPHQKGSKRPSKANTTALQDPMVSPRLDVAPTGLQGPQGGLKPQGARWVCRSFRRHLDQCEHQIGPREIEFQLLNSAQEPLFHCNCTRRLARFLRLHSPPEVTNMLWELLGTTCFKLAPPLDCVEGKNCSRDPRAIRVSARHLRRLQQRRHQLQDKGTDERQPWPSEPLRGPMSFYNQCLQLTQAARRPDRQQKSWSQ
PLCb3 inh = blocks human PLC-beta3 enzyme activity. Purified PLC-beta3, fluorogenic substrate, fluorescence. inhibition, % at 12.2 µM. hit rate 0.18% among 370,000; in the data active = inhibition above about 11%;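 note: 0% = median of compound wells on plate and 100% = full blocker control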
hgDAF-12 ag = activates the H. glycines DAF-12 receptor ligand-binding domain | activation, % at 6.8 µM | hit rate 1.8% among 370,000 | AID 687014 | HEK293 GAL4-hgDAF12 UAS-luciferase reporter, agonist luminescence; normalized to butyrate control;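 active = activation above a cutoff set at the mean of all screened compounds plus 3 SD, cut at about 10% in these data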;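 note: 0% = DMSO wells and 100% = sodium butyrate wells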
GAA850 FXN act = activators of GAA850 frataxin (FXN) promoter. AID 540364. hit rate 0.56% among 360,000. HEK293 lucGAA850 FXN promoter luciferase reporter, 24 h; percent of 10 µM SAHA response. activation, % at 6 µM;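 active = activation above the average of all compounds screened plus 3 SD, cutoff fixed separately per campaign, cut at about 7.5% in these data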;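 note: 0% = DMSO wells and 100% = 10 µM SAHA wells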
SMARCA2 activ = SMARCA2 function activation, primary screen | MG213 cells, MMTV-luciferase reporter, dexamethasone, overnight | activation, % at 9.1 µM | hit rate 1% among 370,000; in the data active = activation above about 7.8%;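 note: 0% = vehicle wells and 100% = reference activator wells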
DAX1 inh-1 = NR0B1 (DAX1) inhibition | inhibition, % at 6.75 µM | HEK293 Gal4-DAX1 luciferase reporter, luminescence | P51843 | hit rate 0.99% among 340,000 | AID 504766;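 active = inhibition above the mean over all tested compounds plus 3 SD, cut at about 4.2% in these data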;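 note: 0% = DAX1-transfected cells with DMSO and 100% = empty-vector control cells with DMSO; inhibition shows as a rise in luminescence from relieved DAX1 repression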
Target sequence (P51843 207-470 limits assumed): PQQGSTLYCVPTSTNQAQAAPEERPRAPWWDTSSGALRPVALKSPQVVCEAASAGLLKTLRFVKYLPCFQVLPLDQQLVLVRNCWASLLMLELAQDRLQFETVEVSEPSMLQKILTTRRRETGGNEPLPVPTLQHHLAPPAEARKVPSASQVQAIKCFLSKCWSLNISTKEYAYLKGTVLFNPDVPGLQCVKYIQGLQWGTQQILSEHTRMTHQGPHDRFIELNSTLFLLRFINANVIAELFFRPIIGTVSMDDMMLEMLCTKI
ssDAF-12 act = activators of S. stercoralis DAF-12 nuclear receptor; HEK293 ssDAF-12/GRIP1 lit1-tk-luc reporter, luminescence; % of 3 µM dafachronic acid response; activation, % at 6.8 µM; hit rate 1% among 370,000;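 active = activation above the mean over all tested compounds plus 3 SD, cut at about 0.9% in these data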;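 note: 0% = DMSO-only wells and 100% = 3 µM delta7-dafachronic acid wells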
DAX1 inh-2 = blocks DAX1 repression of SF-1 activated StAR promoter | HEK293T StAR-luciferase reporter, SF-1/DAX-1 repression relief | inhibition, % at 6.8 µM | hit rate 1.1% among 370,000 | AID 652010;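 active = inhibition above the mean over all tested compounds plus 3 SD, cut at about 3.6% in these data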;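 note: 0% = DAX-1 cells with DMSO and 100% = cells lacking DAX-1 with DMSO; higher inhibition means more luminescence from relief of DAX-1 repression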
PG9 binder = binds the HIV-1 gp120 antibody PG9 | inhibition, % at 6.7 µM | hit rate 0.43% among 360,000 | AID 624416 | TR-FRET gp120-PG9 antibody binding; in the data active = inhibition above about 8.5%
hcDAF-12 act = H. contortus DAF-12 activation, primary screen; AID 652067; hit rate 1.4% among 370,000; HEK293 hcDAF-12 lit1-tk-luc reporter, luminescence; 0% DMSO, 100% Δ7-dafachronic acid; activation, % at 6.8 µM;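 active = activation above the mean of all tested compounds plus 3 SD, cut at about 5.5% in these data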;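 note: 100% = response to 3 µM Δ7-dafachronic acid high control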
NR1D1 modulator = modulates human Rev-erb alpha binding to DNA | P20393 | Rev-erbα–FITC-DNA binding, fluorescence polarization, 90 min | activity, % at 10 µM | hit rate 0.79% among 370,000;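 active = activity above about 14%, limit read from the data; passing the limit was not always enough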;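 note: 0% = DMSO wells with 35 nM protein and 100% = DMSO wells with 750 nM protein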
An asterisk follows results filed as active; i = inactive; . = no result given.

smiles	HGIII-sPLA2 inh	PLCb3 inh	hgDAF-12 ag	GAA850 FXN act	SMARCA2 activ	DAX1 inh-1	ssDAF-12 act	DAX1 inh-2	PG9 binder	hcDAF-12 act	NR1D1 modulator
Cc1ccc(NC(=O)C(=O)NCc2ccncc2)cc1	-2.4	1.1	1.9	3.6	-3.0	0.9	-1.3	0.0	-0.5	1.0	-1.6
CCOC(=O)N1CCN(C(=O)c2cnn3ccccc23)CC1	1.4	-1.2	1.7	1.4	1.2	1.3	-0.8	0.8	-0.6	-1.5	-8.5
Cc1cccc(C)c1NC(=O)c1cc(S(=O)(=O)N2CCOCC2)cn1C	3.7	0.6	-1.4	0.1	2.0	-0.3	-0.9	0.3	-0.1	-0.5	1.5
C[C@H](CO)N1C[C@H](C)[C@@H](CN(C)S(=O)(=O)c2ccc(F)cc2)Oc2c(NC(=O)Cc3ccccc3)cccc2C1=O	0.0	2.3	0.5	-2.9	3.3	-1.0	-0.6	1.7	1.9	-1.3	2.5
CC(C)=CCn1c2ccc(NC(=O)NCc3ccc(F)cc3)cc2c(=O)n1C	3.0	i	0.9	-3.0	7.3	.	-1.0	-2.6	0.1	1.7	-5.7
CCOC(=O)c1ccc(N=Cc2nc(-c3ccccc3)oc2OC(C)=O)cc1	7.5	2.1	1.8	-0.1	-2.7	1.7	-1.2	0.0	-1.0	-0.3	-0.7
COc1ncnc2c1ncn2CCCN1CCN(c2ccccn2)CC1	10.9	-1.1	-1.2	1.3	-2.7	0.2	-0.7	0.9	-0.1	-1.3	6.8
CN(C)/C=N/c1nc2nccc(-c3ccccc3)n2n1	8.1	-153.4	0.3	0.4	-2.7	0.4	-1.0	-0.1	-0.6	-0.2	0.0
O=C(Nc1ccc(F)cc1)/C(Cl)=C/c1ccccc1	-2.8	4.2	24.6*	3.2	6.5	9.9*	2.2*	4.6*	-2.1	5.4	-2.1
CCN(CC)CCn1c(=S)[nH]c2cc(C(=O)NCc3ccccc3Cl)ccc2c1=O	4.7	-24.7	-0.7	1.9	-0.7	0.6	-0.7	0.2	-2.6	-0.4	1.3
C[C@H](NC(=O)Cc1cccc2ccccc12)C(=O)NCc1ccccc1	1.6	-4.4	2.5	0.5	-3.4	0.3	-1.9	2.2	2.8	-0.1	6.6
CCc1ccc2oc(=O)cc(CN3CCC(C)CC3)c2c1	-5.7	-12.9	5.6	1.9	-0.6	-0.8	-0.6	-1.3	0.2	-0.4	9.1

Next part, starting with the last 2 of the part before.
smiles	HGIII-sPLA2 inh	PLCb3 inh	hgDAF-12 ag	GAA850 FXN act	SMARCA2 activ	DAX1 inh-1	ssDAF-12 act	DAX1 inh-2	PG9 binder	hcDAF-12 act	NR1D1 modulator
C[C@H](NC(=O)Cc1cccc2ccccc12)C(=O)NCc1ccccc1	1.6	-4.4	2.5	0.5	-3.4	0.3	-1.9	2.2	2.8	-0.1	6.6
CCc1ccc2oc(=O)cc(CN3CCC(C)CC3)c2c1	-5.7	-12.9	5.6	1.9	-0.6	-0.8	-0.6	-1.3	0.2	-0.4	9.1
COC(=O)Cn1c(=NC(=O)C(C)(C)C)sc2c(C)cc(C)cc21	18.4	-0.6	-5.4	1.8	0.8	0.9	-0.3	-0.8	-0.3	-0.3	-4.8
O=S1(=O)N=C(N2CCN(Cc3ccc4c(c3)OCO4)CC2)c2ccccc21	-1.4	0.9	1.1	-0.5	-2.0	0.4	-0.5	0.6	0.4	-1.6	-1.1
O=c1cc(-c2ccccc2)c2cc(Cl)c(O)c(CN3CCOCC3)c2o1	1.2	-470.6	-2.2	2.0	-1.9	-0.3	-1.1	0.5	-1.4	0.3	-8.0
O=C(CSc1nnnn1CCCO)Nc1ccc2c(c1)OCO2	-1.1	-1.0	-1.5	0.5	1.5	1.3	-1.3	0.4	1.4	-0.6	5.3
CCN(Cc1ccccc1)C(=O)CSc1n[nH]c(N)n1	4.1	2.5	0.2	0.5	-2.1	-1.6	-0.8	-0.4	-1.4	0.1	2.0
CCN(CC)S(=O)(=O)c1ccc(N2CC(C(=O)NCc3cccnc3)CC2=O)cc1 (stereo unspecified)	-0.8	-2.2	1.3	1.6	1.3	-1.3	-0.1	0.1	-3.0	-0.7	-3.3
COc1ccccc1-c1cc2nc(C)c(CCC(=O)NCc3ccco3)c(C)n2n1	-9.4	-133.1	-7.8	-6.7	-3.3	-1.6	-2.0	-1.4	0.9	-4.9	-7.3
O=C(c1ccc(=O)[nH]n1)N1CCN(S(=O)(=O)c2ccc(C(F)(F)F)cc2)CC1	-2.0	-3.5	-1.1	-0.7	-3.7	-0.8	-1.5	-0.2	0.6	-0.8	-2.6
Cc1cn(CC(=O)NCC(c2ccccc2)c2ccccc2)c(=O)[nH]c1=O	2.0	2.2	-0.9	-1.3	2.0	0.9	-0.9	0.8	-1.9	-0.1	-6.9
Cn1c(=O)cc(OCC(=O)N2CCC(N3CCCCC3)CC2)c2ccccc21	1.9	2.8	0.6	-0.2	0.5	1.6	-1.2	2.4	-1.3	-0.4	-3.7
FC(F)(F)c1cccc(OCCOCCn2cncn2)c1	5.0	-1.4	-0.7	2.3	-3.0	0.8	-0.5	0.0	-0.8	-0.2	6.9
CC(=O)c1cnc2c(-c3ccc(Cl)cc3)cnn2c1C	1.7	-1.8	5.2	0.0	-4.3	0.4	-1.0	1.0	-1.6	-0.6	18.0
O=C(CSc1ccc(Cl)cc1Cl)N1CCC(c2nc3ccccc3s2)CC1	-37.5	-4.2	-1.4	1.0	-2.0	-0.1	-1.5	-0.4	-1.1	-1.1	.
COC(=O)C1=C(C)C(c2ccc(OC)cc2)NC(=S)N1 (stereo unspecified)	10.2	0.2	0.5	-0.7	1.6	-0.5	-1.4	0.2	-1.4	-2.5	1.0
CCC(=O)N1CCC1(C)C(=O)Nc1cccc(OC)c1 (stereo unspecified)	4.6	3.1	0.1	-3.2	0.4	.	-1.8	0.1	1.2	-2.1	5.3
COc1ccc(C[N+]2=C(N)N[C@@]3(C=C(C)Cn4c(=O)n(-c5ccccc5)c(=O)n43)C2)c(OC)c1	-7.1	-2.6	-2.1	.	1.6	.	-1.1	1.1	.	-1.2	-0.1
CC(C)(C)NC(=S)NC(=O)C12CCC3CC(CC(C3)C1)C2	11.6	-0.2	3.9	0.9	0.4	0.5	-2.0	0.1	-0.8	1.3	-0.5
Cc1ccc(S(=O)(=O)Nc2ccc(F)cc2)cc1C(=O)N1CCOCC1	10.4	0.3	2.5	-2.3	-4.4	-0.6	-0.5	-0.8	-2.9	-0.8	-1.3
Nc1cc(S(=O)(=O)N2CCCCC2)ccc1N1CCCCC1	5.5	-10.2	4.3	-0.1	0.6	-0.5	-0.3	-2.7	0.6	-2.5	-1.1
CCOC(=O)C1CCCN(C(=O)C2CCN(S(=O)(=O)c3c(C)noc3/C=C/c3ccccc3F)CC2)C1 (stereo unspecified)	-0.8	-6.2	1.6	-2.6	-1.2	-0.3	-0.7	-0.4	-1.6	1.7	-2.6
CCOC(=O)c1c(C)[nH]c(O)c1C=Nc1ccc(C(F)(F)F)cc1	-23.1	-26.7	0.6	0.8	-3.0	0.2	-1.3	-0.3	-1.4	-0.5	1.5
NC(=O)c1ccsc1NC(=O)CCS(=O)(=O)c1ccccc1	-1.9	-5.8	-1.4	-2.3	-1.8	-1.0	-2.1	-0.3	0.1	0.3	-4.5
O=C(NCC(=O)N1CCN(S(=O)(=O)c2ccccc2F)CC1)c1ccc2c(c1)OCO2	4.7	-5.8	-1.4	0.7	1.1	0.1	0.3	0.7	1.2	-0.5	6.3
CCOC(=O)C1=C(C)NC(=O)NC1c1cc2c(cc1Br)OCO2 (stereo unspecified)	0.3	-2.2	0.6	0.7	0.1	-0.3	-1.3	-0.4	1.1	0.5	0.2
CC(=O)c1ccccc1C(=O)N(C)C1CCCN(Cc2ccccc2F)C1 (stereo unspecified)	-0.2	-4.4	-2.8	1.1	-1.1	1.2	-1.1	0.0	0.5	-2.0	-6.5
COc1ccc(OC)c(NC(=O)NNC(=O)c2cc3occc3[nH]2)c1	3.6	-28.2	1.8	0.9	-1.6	2.4	-1.1	0.0	-0.1	0.9	-10.5
Cc1ccc(-c2nc(CN(C)C)cc(CN(C)C)c2O)cc1	-1.7	-148.5	1.4	1.8	1.6	0.9	-0.8	0.5	-1.7	0.8	-3.5
COc1cccc(-c2cc(C(=O)O)c3cc4ccccc4cc3n2)c1OC	10.9	-5.9	1.8	-0.7	-4.7	1.6	0.1	-0.3	0.6	1.8	0.2
Cc1ccc(N(CCC#N)C(=O)COC(=O)c2cc(C)oc2C)cc1	-8.4	-0.8	-0.6	-1.4	-4.6	-0.6	-1.3	-0.3	-0.9	-0.8	-2.6
O=C1C2C(c3ccccc3)C=CC(c3ccccc3)C2C(=O)N1CCO (stereo unspecified)	-8.5	-0.1	-1.3	-3.8	-2.4	-1.4	-1.8	-0.3	0.6	-1.4	1.8
O=C1c2cccc3cc([N+](=O)[O-])cc(c23)C(=O)N1c1nncs1	12.7	-12.6	-0.6	0.7	-3.0	0.8	-0.7	0.4	-0.6	0.2	-2.0
Fc1ccc(NC(=S)Nc2ccccc2Cl)cc1	-1.8	5.6	-1.7	-0.7	1.2	-0.5	-1.4	-0.1	-2.6	-1.6	2.1
COc1ccc(CCNS(=O)(=O)c2c(C)[nH]c(C)c2C(=O)N2CCCCC2)cc1OC	2.9	-6.4	-0.8	-0.3	1.1	0.5	-0.9	-0.1	-2.4	-0.3	0.8
O=C1OCCC1Sc1nnnn1-c1ccccc1 (stereo unspecified)	-0.4	2.6	-0.2	0.0	0.5	2.3	-1.0	-0.2	-1.4	-0.8	5.3
Cc1ccccc1NP1(=O)OCCCN1Cc1ccccc1Cl (stereo unspecified)	3.2	0.3	-2.9	-1.2	-2.6	0.2	-0.8	-0.2	-1.4	-0.3	7.4
CC(=O)NC1=NN(C(C)=O)C(c2ccc(C)cc2)S1 (stereo unspecified)	3.8	-3.6	2.4	0.3	-4.9	1.0	-1.7	0.1	0.5	0.4	5.8
CN(C(=O)c1ccccc1C(=O)OCC(=O)Nc1cccc(Br)c1)c1ccccc1	-4.8	1.5	-1.8	1.2	-1.7	-1.2	-0.8	-0.7	1.7	0.6	-5.9
COc1cccc(C2=NOC(C(=O)Nc3ccc4c(c3)OCO4)C2)c1 (stereo unspecified)	7.6	-2.8	-0.7	0.6	-4.5	0.2	-1.6	0.0	-0.5	2.0	-1.3
O=C(c1ccc(CS(=O)(=O)c2c(Cl)cccc2Cl)o1)N1CCCC1	-0.1	-1.9	-0.5	-2.0	-0.1	1.3	-1.1	-0.7	-3.1	-0.2	-3.7
CCc1nn(CC(=O)NCCCN2CCN(C)CC2)c(=O)c2cc3sccc3n12	1.4	-4.8	0.7	0.5	-0.8	3.0	-1.1	-2.6	0.7	-0.3	-1.4
Cc1ccc(C(=O)CN2C(=O)NC3(CCCCCC3)C2=O)c(C)c1	-4.9	1.0	6.1	3.8	4.0	1.4	-0.7	5.5*	0.4	2.2	1.2

Assay outcomes from PubChem BioAssay.
